Compound activity from PubChem BioAssay.
LYP inhibition = inhibition of human PTPN22 tyrosine phosphatase – biochemical, DiFMUP fluorescence, recombinant catalytic domain, 10 µM, primary screen (AID 606); 52,000 tested, under 10 active; recombinant LYP catalytic domain, DiFMUP fluorescence; higher % means a stronger effect; inhibition, % at 10 µM; hits with a dose series show IC50 in µM;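 active = IC50 under 40 µM in the dose-response test; inactive = IC50 of 40 µM or more, or never dose-tested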
HPDE-C7 cytotoxicity = HPDE-C7 pancreatic duct cell viability loss – fluorescence, HTS (AID 430) | HPDE-C7 pancreatic duct cells viability, fluorescence; higher % means a stronger effect | cytotoxicity, % at 10 µM, or EC50 in µM where a hit was titrated | hit rate 1.8% among 63,000;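 also: cells exposed to compound for 48 hours before viability readout; 0% = vehicle and 100% = reference cytotoxic drug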
Spn DPM-DC inh = inhibitors of Streptococcus pneumoniae diphosphomevalonate decarboxylase | purified DPM-DC, PK/LDH coupled NADH fluorescence | calls only at 10 µM | hit rate 0.49% among 65,000 | AID 556;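 active = the 320 compounds with the highest percent inhibition in the single-dose primary screen, excluding strongly autofluorescent ones, cut at about 32% in these data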;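 also: kinetic rate of NADH fluorescence loss reporting ADP formed by the decarboxylase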
MK inhibit = inhibitors of Streptococcus pneumoniae mevalonate kinase; hit rate 0.48% among 65,000; inhibition, % at 10 µM; purified MK, PK/LDH-coupled NADH absorbance 340 nm;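 active = ranked among the strongest by inhibition in the single 10 µM screen, a fixed top-ranked set picked for dose follow-up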; also: no value below 0 was filed
PMK inhibit = blocks S. pneumoniae phosphomevalonate kinase. purified PMK, PK/LDH-coupled NADH absorbance 340 nm. inhibition, % at 10 µM. hit rate 0.49% among 65,000. AID 539;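 active = top-ranked compounds by inhibition in the single 10 µM screen, taking a fixed number of the strongest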;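 also: 0% = full reaction with DMSO carrier and 100% = background rate without enzyme reaction; no value below 0 was filed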
TNAP inhibition = human TNAP enzyme inhibitors, biochemical, luminescent (AID 518) | inhibition, % at 20 µM, or IC50 in µM where a hit was titrated | purified TNAP enzyme, luminescent substrate readout; higher % means a stronger effect | hit rate 0.09% among 64,000; in the data active = a potency from the dose series; inactive = the rest, 99 in 100 with inhibition below about 22%;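 also: plate controls were vehicle for no effect and reference inhibitor for full effect; many of its hits are not listed in these tables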
Bfl-1 displacement = Bfl-1 inhibitors, primary screen, biochemical, fluorescence polarization, FITC-Bid, mouse (AID 432); hit rate 0.02% among 64,000; FITC-Bid BH3 peptide fluorescence polarization displacement; higher % means a stronger effect; one-dose displacement, % at 20 µM; IC50 in µM for titrated hits; in the data active = a potency from the dose series; inactive = the rest, 99 in 100 with displacement below about 15%; also: strong numbers were not always called active
HT1080 viability = cytotoxicity in HT1080 fibrosarcoma cells, cell-based, fluorescence readout (AID 620); HT1080 viability, fluorescence; higher % means a stronger effect; one-dose cytotoxicity, % at 10 µM; EC50 in µM for titrated hits; hit rate 0.42% among 87,000;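 also: cells exposed to compound overnight then 4 h with Alamar Blue; 0% = vehicle DMSO and 100% = killing control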
KRASV12 cytotoxicity = viability loss of HPDE-C7K cells – cell-based, fluorescence, HTS, primary screen (AID 431); HPDE-C7K KRASV12 cells, Alamar Blue viability, 48 h; higher % means a stronger effect; cytotoxicity, % at 10 µM; hits with a dose series show EC50 in µM; hit rate 1.7% among 63,000;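 active = compounds whose percent cytotoxicity in the single-dose primary screen, scaled between solvent and toxic-drug controls, exceeds 50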;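 also: 0% = DMSO solvent wells and 100% = doxorubicin-treated wells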
PMK inhibit pilot replicates = recorded beside PMK inhibit, whose call it bears; inhibition, %; measured here: pilot screen replicates
MK inhibit pilot replicates = recorded beside MK inhibit, whose call it bears; inhibition, %; measured here: pilot screen replicates
Spn DPM-DC inh pilot screen % = recorded beside Spn DPM-DC inh, whose call it bears; inhibition, %; measured here: pilot screen trials
Active calls of the source: *; i = inactive; . = not tested or not shown. Rule as the data show it, unless noted: active = cytotoxicity above about 50%; inactive = the rest.

SMILES	LYP inhibition	HPDE-C7 cytotoxicity	Spn DPM-DC inh	MK inhibit	PMK inhibit	TNAP inhibition	Bfl-1 displacement	HT1080 viability	KRASV12 cytotoxicity	others
Cc1ccc(OCC(O)CNS(=O)(=O)c2ccccc2C(=O)N2CCCCC2)cc1 (stereo not drawn)	6%	3%	i	11	9	11%	-2%	7%	-3%
COc1ccc(C(=O)NCC(c2cccnc2)N2CCN(c3ccccc3OC)CC2)cc1OC (stereo not drawn)	6%	-2%	i	3	0	1%	-8%	7%	-1%
O=C(c1ccco1)N1CCN(C(c2ccccc2Cl)c2nnnn2Cc2cccs2)CC1 (stereo not drawn)	.	9%	i	7	13	2%	-3%	4%	21%
Cc1nn(-c2ccccc2)c2sc(C(=O)OCC(=O)N3CCCCC3)cc12	7%	-14%	.	5	10	-6%	-1%	4%	-26%
Nc1ccc2c(c1)COc1ccccc1O2	19%	-4%	i	5	8	5%	10%	-11%	-7%
CCc1nc(SCc2cc(Cl)ccc2OC)n[nH]1	-1%	-4%	i	11	12	1%	1%	1%	-2%	PMK inhibit pilot replicates=0.0;MK inhibit pilot replicates=0.0;Spn DPM-DC inh pilot screen %=0.5
CCN(CC)S(=O)(=O)c1ccc(-c2nnc(SCC(=O)N3CCOCC3)o2)cc1	-1%	0%	i	2	17	4%	8%	7%	-12%
COc1ccc(S(=O)(=O)N(CC(=O)O)Cc2ccccc2)cc1OC	.	-3%	i	0	6	-1%	-3%	-10%	2%
Cc1ccc(-c2nnn(CCC(=O)N3CCCCC3C)n2)cc1 (stereo not drawn)	.	-5%	i	10	11	3%	1%	-4%	-17%
COc1ccc(NC(=O)c2cc(OC)c(OC)cc2OC)c(S(=O)(=O)N2CCOCC2)c1	.	-12%	i	8	0	1%	-2%	-6%	-5%
O=C1CC(Sc2nnc(-c3ccccc3O)o2)C(=O)N1c1ccccc1 (stereo not drawn)	-15%	3%	i	8	3	5%	0%	-14%	-15%
CC(NCc1ccco1)C(=O)N1CCc2ccccc2C1 (stereo not drawn)	.	-10%	i	8	14	-1%	-3%	-4%	-16%	PMK inhibit pilot replicates=4.0;MK inhibit pilot replicates=5.0;Spn DPM-DC inh pilot screen %=4.0
CC(=O)NCCOC(=O)Nc1cccnc1	5%	0%	i	13	15	13%	0%	5%	-13%
COc1c(F)c(F)c(C(=O)Nc2ccc3oc(-c4ccncc4)nc3c2)c(F)c1F	7%	-3%	i	3	0	5%	-3%	3%	3%
CCn1c(SCC(=O)NCc2ccco2)nc2c(c1=O)SC(C)C2 (stereo not drawn)	-6%	-10%	i	0	14	14%	-6%	-2%	-2%	PMK inhibit pilot replicates=1.0;MK inhibit pilot replicates=0.0;Spn DPM-DC inh pilot screen %=2.5
CC(=O)NS(=O)(=O)c1ccc(NC(=O)c2ccccc2F)cc1	14%	11%	i	1	5	8%	0%	0%	8%	PMK inhibit pilot replicates=2.5;MK inhibit pilot replicates=1.5;Spn DPM-DC inh pilot screen %=1.5
O=C(NCc1ccco1)c1ccc(Br)s1	12%	-17%	i	7	4	7%	1%	0%	-12%
Cc1ccc(Nc2nc(OC(C(F)(F)F)C(F)(F)F)nc(N3CCOCC3)n2)cc1	-2%	6%	i	9	3	11%	-1%	.	-1%
N#CCC(=O)Nc1sc2c(c1C(N)=O)CCCC2	11%	-26%	i	7	4	9%	-3%	3%	-12%
COc1cccc(Oc2nc3ncn(Cc4ccccc4)c3c(=O)n2C)c1	10%	-17%	i	0	6	4%	1%	4%	-25%
CCOC(=O)c1ccccc1NC(=O)CSc1nnc(COc2ccccc2)n1CC	4%	7%	i	3	13	7%	-1%	0%	8%
CN=C(c1ccco1)n1c(=S)nc(-c2ccco2)n(C)c1=S	3%	7%	i	0	6	3%	2%	26%	-5%
Cc1cc(O)c(C(C)C)cc1NS(=O)(=O)c1ccccc1	6%	11%	i	3	0	10%	-8%	1%	10%
CCc1ccc(-c2nnn(CCC(=O)OC)n2)cc1	.	0%	i	8	1	14%	1%	.	-8%
COC(=O)c1cc(COc2ccc3oc(C)c(C(=O)OC)c3c2)c(C)o1	4%	16%	i	3	9	10%	2%	-4%	16%
COc1ccc2[nH]c(=O)c(CN(Cc3cccs3)Cc3nnnn3C(C)(C)C)cc2c1	0%	-19%	i	4	12	6%	4%	0%	-3%	PMK inhibit pilot replicates=5.5;MK inhibit pilot replicates=0.0;Spn DPM-DC inh pilot screen %=12
Cc1ccc(-c2nc(CS(=O)CC(=O)NCCN3CCCC3)c(C)o2)cc1 (stereo not drawn)	.	-19%	i	5	10	-11%	2%	7%	-17%
c1ccc(-c2nn3c(C4CCCCC4)nnc3s2)cc1	0%	-15%	i	3	2	7%	-10%	-24%	-10%
O=c1c(F)cn(C2CCCO2)c(=O)n1Cc1ccccc1Cl (stereo not drawn)	.	-5%	i	1	3	7%	1%	-5%	-8%
CCOc1cccc(-c2nnc3sc(-c4ccco4)nn23)c1	1%	22%	i	0	5	12%	0%	-14%	22%
OCCN(Cc1ccccc1)CC1CCCCC1	-14%	-6%	i	43*	0	4%	-5%	-4%	-1%
CCN(C(=O)CSc1nnc(-c2ccccc2Cl)n1C1CCCC1)C1CCS(=O)(=O)C1 (stereo not drawn)	6%	-11%	i	8	14	-4%	1%	-1%	-12%
CSc1nc2nc(-c3ccccc3)cc(C(F)(F)F)n2n1	-6%	1%	.	2	3	13%	-4%	-1%	5%
O=C(NCc1cccnc1)Nc1cccc(NC(=O)NCc2cccnc2)c1	.	-10%	i	9	10	4%	-1%	7%	-1%
N#Cc1nc(-c2ccccc2F)oc1NCCc1ccccn1	.	3%	.	8	0	12%	-4%	-1%	0%
COC(=O)CSc1nc2sc3c(c2c(=O)n1C1CCCCC1)CCN(C)C3	.	-30%	.	1	3	10%	16%	-1%	-1%	PMK inhibit pilot replicates=5.5;MK inhibit pilot replicates=0.5
C=CCn1c(SCC(=O)Nc2ccc(C(=O)OCC)cc2)nnc1-c1sc(N)nc1C	6%	7%	i	6	9	8%	6%	3%	0%
COc1ccc2c(c1)CCc1c(C(=O)Nc3c(C)n(C)n(-c4ccccc4)c3=O)noc1-2	3%	-5%	i	9	13	5%	-1%	-3%	-7%
COCCCNC(=O)COc1ccc(Cl)c(C)c1	-13%	-12%	i	3	0	9%	0%	2%	-11%
CCC(=O)Nc1cc2c(cc1C(C)=O)OCCO2	3%	2%	i	16	0	9%	2%	-6%	8%
O=C(c1ccco1)N1CCN=C1SCc1cccnc1	11%	-9%	i	7	12	10%	-8%	1%	-9%
CCOc1ccc(C(=O)COC(C)=O)cc1	7%	1%	i	8	0	9%	-12%	.	-3%
CSc1nnnn1-c1ccc(C(=O)OCC(=O)N2CCOCC2)cc1	10%	-31%	i	4	8	4%	-11%	-2%	-54%
CCc1noc2c1/C(=N\O)CC(c1ccccc1)C2 (stereo not drawn)	0%	2%	i	2	13	6%	-2%	-8%	-6%
O=c1c2c(nc3nc(CCc4ccccc4)[nH]n13)CCC2	.	3%	i	3	5	10%	-5%	7%	-5%	PMK inhibit pilot replicates=1.5;MK inhibit pilot replicates=0.5;Spn DPM-DC inh pilot screen %=0.5
COc1cccc(-n2nnnc2SCC(=O)NCCc2ccccc2)c1	6%	-20%	i	0	19	14%	-4%	2%	-25%
O=S(=O)(c1ccc(F)cc1)N1CCC(N2CCN(c3ccccc3)CC2)CC1	12%	0%	i	9	10	11%	4%	-3%	17%
CC(C)Oc1ccc(NC(=O)c2ccncc2)cc1	-1%	-9%	i	9	10	12%	-7%	-1%	-4%
Cc1nn(-c2ccccc2)c2nc(-c3ccco3)cc(C(=O)O)c12	9%	1%	.	6	10	3%	3%	-1%	2%
CCCCCn1c(SCC(=O)OCC)nc2cc(C(=O)NCc3ccco3)ccc2c1=O	.	28%	i	4	11	6%	0%	28%	23%
Cc1cccc(N2CCN(C3=NC(=O)C(=C4CCCCC4)S3)CC2)c1	1%	-38%	i	0	7	6%	4%	-5%	-22%
CCOC(=O)Cn1nc(-c2ccccc2)nc1-c1ccccc1	17%	-3%	i	0	5	5%	-4%	6%	-6%
O=C(c1cccs1)N1CCOCC1	.	-16%	i	1	5	6%	1%	-1%	-27%
Cc1cccc2cc(CN(Cc3ccco3)C(=O)c3ccncc3)c(=O)[nH]c12	.	-15%	i	6	7	12%	-7%	4%	-2%
Cc1cc(OCn2ccc(C(=O)O)n2)ccc1Cl	7%	-18%	i	2	18	-1%	-14%	12%	-21%
CC(C)(C)c1ccccc1OCCCCCNCCO	6%	10%	i	44*	52*	3%	-1%	0%	24%
COc1ccc(C2CC(c3c(Cl)cccc3Cl)n3nc(N)nc3N2)cc1 (stereo not drawn)	5%	4%	i	6	15	31%	-7%	-4%	5%
N#Cc1c(NC(=O)CSc2ncc(-c3ccccc3)n2CC2CCCO2)sc2c1CCCC2 (stereo not drawn)	.	6%	i	15	5	12%	-8%	5%	25%
CCn1cnc2scc(-c3ccccc3)c2c1=O	17%	-10%	i	15	10	7%	0%	6%	-5%
CCn1c(SCC(N)=O)nc2c(c1=O)C1(CCCC1)Cc1ccccc1-2	9%	7%	.	.	.	8%	4%	8%	12%

The results go on:
SMILES	LYP inhibition	HPDE-C7 cytotoxicity	Spn DPM-DC inh	MK inhibit	PMK inhibit	TNAP inhibition	Bfl-1 displacement	HT1080 viability	KRASV12 cytotoxicity	others
CCOC(=O)N1CCC(NC(=O)c2ccc(CNS(=O)(=O)c3ccc(F)cc3)cc2)CC1	20%	-14%	i	5	8	-1%	-7%	8%	-15%
CCOC(=O)C1CCN(C(=O)C2(NC(=O)Nc3ccccc3Cl)CCCCC2)CC1	.	-10%	i	7	14	-2%	-12%	-5%	-5%	PMK inhibit pilot replicates=2.0;MK inhibit pilot replicates=1.5;Spn DPM-DC inh pilot screen %=0.0
O=C(O)c1cccc(NS(=O)(=O)c2cccc3cccnc23)c1	-7%	8%	i	4	3	4%	1%	4%	14%
Cc1ccc2ncccc2c1NS(=O)(=O)c1ccccc1	.	-17%	i	6	0	3%	-2%	6%	-4%
O=C(c1cnn2c(C(F)(F)F)cc(-c3ccco3)nc12)N1CCCCCC1	5%	6%	i	7	10	13%	2%	-2%	-7%
O=C(C1CCCCC1)N(CCN1CCCC1)c1nc2ccccc2s1	5%	3%	i	1	16	14%	-2%	2%	5%
Cc1cc(Nc2cc(C)on2)n2ncnc2n1	-8%	2%	i	11	7	5%	-3%	2%	8%

Arranged by molar mass (largest number first): part of the list above.
SMILES	LYP inhibition	HPDE-C7 cytotoxicity	Spn DPM-DC inh	MK inhibit	PMK inhibit	TNAP inhibition	Bfl-1 displacement	HT1080 viability	KRASV12 cytotoxicity	others
CCOC(=O)N1CCC(NC(=O)c2ccc(CNS(=O)(=O)c3ccc(F)cc3)cc2)CC1	20%	-14%	i	5	8	-1%	-7%	8%	-15%
O=C(C1CCCCC1)N(CCN1CCCC1)c1nc2ccccc2s1	5%	3%	i	1	16	14%	-2%	2%	5%
Cc1ccc2ncccc2c1NS(=O)(=O)c1ccccc1	.	-17%	i	6	0	3%	-2%	6%	-4%
